# MT1-MMP txn act: activates MT1-MMP transcription | HT1080 MT1-MMP promoter luciferase reporter, luminescence, overnight; hits give high values | actives 0.16% (n = 86,000) | activation factor at 10 µM;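 active = activation factor of at least 2 for MT1-MMP transcription at 10 µM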
# TNFa cytotox: toxic to HUVEC cells under TNF alpha stimulation; actives 0.17% (n = 93,000); HUVEC TNFalpha-stimulated, Hoechst cell count, imaging; cell count reduction, % at 2 µM;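 active = cell count reduction exceeding the screen mean by over 5 SD, scaled to untreated wells per plate, cut at about 78% in these data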;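 also: cells counted after 24 h of TNF alpha exposure following the 1 h pretreatment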
# HUVEC tox IL1B: HUVEC cytotoxicity counter-screen, IL-1B stimulated. HUVEC cell count loss, Hoechst imaging. cell count reduction, % at 2 µM. actives 0.41% (n = 94,000). AID 845;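 active = cell count reduction more than 3 SD above the screen-wide mean, cut at about 70% in these data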;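 also: normalized per plate to untreated control cells as the no-loss baseline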
# Candida biofilm: kills Candida albicans biofilms; inhibition, % at 6 µM; actives 0.14% (n = 85,000); C. albicans biofilm + clotrimazole, Alamar Blue;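 active = inhibition above 20%; inactive = inhibition below 20%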;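 also: preformed 24 hr biofilms exposed to compound for 48 hr; 0% = biofilm without compound and 100% = blank killed by clotrimazole plus chlorhexidine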
# VCAM1 TNFa inh: reduces TNF alpha induced VCAM1 expression in HUVEC | HUVEC TNFa-induced VCAM-1 immunofluorescence, high-content imaging | inhibition, % at 2 µM | actives 0.48% (n = 95,000);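 active = inhibition above the batch mean plus 3 SD, with images confirmed as a hit by eye, cut at about 37% in these data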;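 also: 0% = TNF-stimulated DMSO wells and 100% = unstimulated control wells; not every result past the cut was called active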
# Smad3 FoxH1 inh: Smad3 (human) transcription factor binding inhibition; P84022; TR-FRET Smad3/Dy647-FoxH1 peptide binding, europium anti-His; inhibition, % at 25 µM; actives 0.29% (n = 88,000);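 active = compounds that reduce the energy-transfer binding signal between the protein and its labelled peptide by more than half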;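 also: 0% = Smad3 plus labelled peptide maximal FRET and 100% = peptide-only background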
# Target sequence (P84022 whole entry, looked up): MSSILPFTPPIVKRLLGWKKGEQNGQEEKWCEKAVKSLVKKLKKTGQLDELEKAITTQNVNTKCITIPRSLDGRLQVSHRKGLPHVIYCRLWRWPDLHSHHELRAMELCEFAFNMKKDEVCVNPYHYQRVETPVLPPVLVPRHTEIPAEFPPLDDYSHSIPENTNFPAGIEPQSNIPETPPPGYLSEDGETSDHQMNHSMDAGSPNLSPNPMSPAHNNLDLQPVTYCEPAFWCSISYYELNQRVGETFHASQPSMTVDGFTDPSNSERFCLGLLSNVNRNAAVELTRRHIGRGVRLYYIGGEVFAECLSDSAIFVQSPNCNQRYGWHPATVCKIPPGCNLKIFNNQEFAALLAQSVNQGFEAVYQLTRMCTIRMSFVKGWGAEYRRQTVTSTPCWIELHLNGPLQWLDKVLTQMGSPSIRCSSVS
# PTPN22 inh 2: inhibitors of human LYP (PTPN22) phosphatase. inhibition, % at 2 µM. AID 640. recombinant LYP catalytic domain, DiFMUP fluorescence. Q9Y2R2. actives 0.21% (n = 96,000);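 active = inhibition at 2 µM at or above a set limit, the screen mean plus 3 SD, cut at about 24% in these data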;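 also: 0% = DMSO with enzyme and 100% = enzyme fully blocked by orthovanadate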
# hDAT+cocaine: human DAT dopamine uptake with cocaine, either direction; B-score at 10 µM; Q01959; LLC-PK1 hDAT cells, [14C]-dopamine uptake with cocaine IC80; actives deviate in either direction; actives 1.3% (n = 110,000);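 active = Z score or B-score, a plate-position-corrected score, falls beyond the plate's 99.7% confidence bounds, in either direction; inactive = both scores lie inside the 99.7% bounds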;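 also: scored against the spread of the other compound wells on the same plate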
# Target sequence (Q01959 whole entry, looked up): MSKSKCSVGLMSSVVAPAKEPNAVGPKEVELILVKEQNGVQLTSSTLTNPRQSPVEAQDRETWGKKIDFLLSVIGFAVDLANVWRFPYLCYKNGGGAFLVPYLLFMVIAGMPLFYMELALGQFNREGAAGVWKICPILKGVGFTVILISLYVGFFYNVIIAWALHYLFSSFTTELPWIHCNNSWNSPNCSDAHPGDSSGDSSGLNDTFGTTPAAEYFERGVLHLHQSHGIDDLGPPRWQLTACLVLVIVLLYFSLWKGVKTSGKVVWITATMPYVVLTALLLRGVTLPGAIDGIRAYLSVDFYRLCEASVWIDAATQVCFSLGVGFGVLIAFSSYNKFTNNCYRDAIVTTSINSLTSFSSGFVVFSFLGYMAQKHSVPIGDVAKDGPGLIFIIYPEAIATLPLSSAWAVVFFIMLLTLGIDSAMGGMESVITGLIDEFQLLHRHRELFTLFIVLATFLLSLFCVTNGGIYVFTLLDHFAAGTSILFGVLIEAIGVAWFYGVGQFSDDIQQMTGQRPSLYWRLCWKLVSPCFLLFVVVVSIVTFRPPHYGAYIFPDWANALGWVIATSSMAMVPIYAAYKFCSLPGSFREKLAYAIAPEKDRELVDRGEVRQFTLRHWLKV
# F-actin modifier: modifiers of cytoskeleton assembly; HUVEC TNFa F-actin phalloidin imaging, high content; inhibition, % at 2 µM; actives 0.18% (n = 91,000); AID 836;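 active = inhibition above the batch mean plus 3 SD and confirmed as a hit by visual image inspection, cut at about 30% in these data, passing the limit was not always enough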; also: strong numbers were not always called active
# * marks the source's active call; other numbers are inactive results; / = not tested or not shown; [ ] = dose if it differs, or a comment. The list is partial (hit frequency here may not be typical).
Compound	MT1-MMP txn act	TNFa cytotox	HUVEC tox IL1B	Candida biofilm	VCAM1 TNFa inh	Smad3 FoxH1 inh	PTPN22 inh 2	hDAT+cocaine	F-actin modifier
COc1cc(SC#N)ccc1N=Cc1c(C)[nH]n(-c2ccc(Cl)cc2)c1=O	/	-13	-3	/	6	/	-10	-0.71	-2
O=C(Cn1nc(-c2ccccc2)ccc1=O)NCC1COCCO1 (stereo unspecified)	1.3	-16	89*	6	20	-5	7	0.15	-12
O=C(COc1ccccc1)Nc1nnc(-c2ccc(Cl)s2)o1	1.1	/	/	7	/	5	/	-0.47	/
CCOc1ccc(NC(=O)CC2C(=O)N(c3ccccc3)C(=O)N2Cc2ccccn2)cc1 (stereo unspecified)	1.2	9	31	-5	8	-12	-7	1.1	-3
Brc1ccc(-c2noc(COc3ccc4c(c3)CCC4)n2)o1	1.2	/	/	7	/	-6	/	0.58	/
COc1cccc2c3c(c(C)nc12)CC(C)O3 (stereo unspecified)	1.1	14	-31	4	-1	6	6	-0.23	-10
COc1cc2c(cc1OC)C(C(=O)NCc1cccnc1)C(c1cccnc1)N(C)C2=O (stereo unspecified)	1.2	-12	8	9	-1	8	-2	-2.1	-14
Cn1c(CN2CCCCC2)nc2cc(NC(=O)c3ccccc3Cl)ccc21	1.3	17	-18	3	-11	5	14	0.069	-26
Brc1ccc(OCCCN2CCOCC2)cc1	1.1	-6	/	-4	-4	6	-5	0.59	-22
O=c1cc(O)c(-c2ccccc2)c(Cl)[nH]1	1.1	5	5	-1	9	2	-6	-0.14	-20
COc1ccc(CCNS(=O)(=O)c2ccc(C3CNC(=O)C3)cc2)cc1OC (stereo unspecified)	1.1	-18	-22	/	-10	/	-2	-0.86	-16
CN1CCN(Cc2c(O)ccc3occ(C(=O)c4ccccc4)c23)CC1	1.2	11	-19	4	-37	13	-3	/	-16
O=C(CCc1nc(-c2ccccc2)no1)NCCc1ccccc1	1.2	-2	2	3	-5	-3	-2	-0.64	30
O=C(NCc1ccco1)c1ccc(Cn2c(=O)c3ccccc3n(Cc3cccc(F)c3)c2=O)cc1	1.1	-30	/	1	-10	-5	5	0.063	23
COc1ccc(NCc2nnc(SCC(=O)Nc3ccccc3OC)o2)cc1	1.3	-26	-27	6	5	7	-4	-0.38	4
Cc1noc(C)c1C(=O)NCCCc1ccccc1	1.2	/	/	0	/	0	/	-0.42	/
CC1(C)C(N(O)C(=O)Nc2ccc(Cl)cc2)N(c2ccc(Cl)cc2)C(=O)N1CC(=O)NN (stereo unspecified)	1.1	-9	-10	5	-14	4	9	-0.024	/
CCCN(Cc1cc2ccc(C)cc2[nH]c1=O)C(=O)c1ccccn1	0.9	-19	-20	-1	4	9	-24	0.0018	-21
CC(C)CNC(=S)N1CCN(C)CC1	/	-1	-11	/	9	/	0	-0.78	12
CC(C)(C)C(=O)C(Cc1ccccc1Cl)n1cncn1 (stereo unspecified)	1	-27	1	-3	18	-7	0	-0.75	14
O=C(CCSCc1ccccc1Cl)N1CCN(c2ccccn2)CC1	1.3	19	6	5	-4	-10	-2	0.28	-14
CCOC(=O)N1CCC(N2Cc3cccc(C(=O)O)c3C2=O)CC1	1	/	/	5	/	1	/	0.28	/
O=C(COc1ccc(Cl)cc1)Nc1ccc2oc(-c3ccncc3)nc2c1	0.9	-14	10	7	-21	-19	-1	0.33	11
CCOC(=O)CC(=O)CSc1[nH]c(=O)cc(C)c1C#N	1	-8	-7	8	18	4	-2	-0.47	-16
OC(COc1ccc(OCc2ccccc2)cc1)CN1CCOCC1 (stereo unspecified)	1.3	2	-19	5	7	-1[fluorescence artefact?]	5	-0.11	-8
COC(=O)C1=C(C)N(C)C(=O)/C1=C\c1cccs1	1.3	-36	0	-1	15	6	6	0.81	3
O=C(CN1C(=O)S/C(=C/c2cccs2)C1=O)N1CCOCC1	/	-1	18	/	-18	/	-14	-0.79	4
OC(COc1ccc2ccccc2c1Br)Cn1ccnc1 (stereo unspecified)	1.1	-10	-18	-8	8	14	0	-0.57	9
COc1ccc(OC)c2[nH]c(=O)c(CCNC(=O)c3ccc(Br)o3)cc12	1.1	-29	30	4	-8	6	0	0.35	-2
COc1ccc(N=Cc2c[nH][nH]c2=O)cc1	/	-6	-14	/	5	/	9	1.1	-14
O=C(OCCN1C(=O)c2ccccc2C1=O)c1cccs1	1	-5	7	5	-18	0	5	-0.36	-16
Nc1nnc(-c2ccccc2Cl)s1	1.2	/	/	5	/	5	/	0.72	/
Nc1nncn1C(=O)CCCOc1ccccc1	1.1	-2	-1	0	-4	0	1	-0.77	14
CCOC(=O)/C(C(C)=O)=C1/OC(=O)c2ccccc21	1.1	-12	5	6	1	-2	1	-0.66	-4
O=C(NC1CCCCC1)C(c1ccccn1)N(C(=O)Cc1cccs1)c1ccc(Cl)cc1 (stereo unspecified)	/	-12	-7	/	2	/	13	0.24	18
Cc1cc(NC(=O)C2CC2)ncc1NC(=O)C12CC3CC(CC(C3)C1)C2	1.2	-25	-3	-5	1	3	3	-1	-2
CCOc1nc(NC2CCCCC2)nc(NC(C)(C)C)n1	1.2	-12	-7	11	-15	5	9	0.7	9
O=c1nc(-c2ccccc2)cn[nH]1	1.2	-36	1	-1	12	5	-1	0.02	26
CN1C2CCC1/C(=C\c1ccccc1)C(=O)/C2=C\c1ccccc1	/	-21	-10	/	8	/	-1	-0.52	-2
COCc1nc(-c2cc(OC)c(OC)c(OC)c2)no1	1	/	/	2	/	9	/	-0.72	/
CCOC(=O)c1c(NC(C)=O)no[n+]1[O-]	1.3	/	/	1	/	-2	/	-0.5	/
Cc1ccc(-n2ncc(C#N)c2/N=C/N2CCOCC2)cc1	1.1	-30	-25	3	19	6	-5	0.84	9
Cc1ccc(S(=O)(=O)N(CC(=O)N2CCCCC2)c2cccc(C)c2)cc1	1.2	-30	-18	6	6	7	-7	1.3	6
CSc1nnc(Cn2c(=O)sc3ccccc32)n1C	1.1	/	/	17	/	-6	/	0.93	/
Cc1nn(CC(=O)Nc2ccc3c(c2)nc2n3CCOC2)c(=O)c2ccccc12	1.1	-1	-14	0	-5	24[fluorescence artefact?]	2	-0.094	1
COc1ccc(C2=NOC(C(=O)Nc3ccc(C)cc3)C2)cc1OC (stereo unspecified)	1.1	-13	6	6	12	6[fluorescence artefact?]	-1	0.72	/
O=C(CSc1nnc(-c2ccccc2)n1C1CCCCC1)Nc1ccc(S(=O)(=O)Nc2ccccn2)cc1	1	-2	-4	9	14	6	8	1.2	16
CCC(Cc1ccccc1)NC(=O)C1CCC(CNc2c(N3CCCC3)c(=O)c2=O)CC1 (stereo unspecified)	/	-30	1	9	1	-1	-10	2.1	5
NC(=O)CSc1ccc(Br)cc1	1.1	/	-5	-2	/	-13	2	-1.1	/
COc1cccc2cc(C(=O)OC3CCN(C)CC3)c(=O)oc12	1	/	/	4	/	11	/	1	/
O=C(Nc1nc(-c2nc3ccccc3s2)cs1)c1ccc(S(=O)(=O)N2CCOCC2)cc1	1.2	2	19	6	-15	10	-1	/	-37
Cc1ccc(C(=O)OCC(=O)Nc2sc3c(c2C#N)CCCC3)cc1NC(=O)c1ccco1	1.1	17	-4	3	11	1	2	0.32	14
O=S(Cc1cc(Sc2ccccc2)nc(-c2ccccc2)n1)c1ccccc1 (stereo unspecified)	1.3	-16	-45	5	-2	6	-7	-0.38	0
Cc1cc(C)nc(/N=C(\N)Nc2ccc(F)c([N+](=O)[O-])c2)n1	/	-6	-21	/	1	/	-11	-0.5	-4
CCC(C)[C@H](NC(=O)NCc1ccccc1)C(=O)O (stereo partly specified)	1	-2	18	-1	25	-10	4	-0.072	-22
CC(Oc1ccc(Cl)cc1Cl)C(=O)Nc1cccnc1 (stereo unspecified)	1	10	28	5	-2	4	-5	0.83	-3

# Carrying on:
Compound	MT1-MMP txn act	TNFa cytotox	HUVEC tox IL1B	Candida biofilm	VCAM1 TNFa inh	Smad3 FoxH1 inh	PTPN22 inh 2	hDAT+cocaine	F-actin modifier
CCOC(=O)N1CCN(S(=O)(=O)c2ccc(C(=O)Nc3ccc(F)cc3F)cc2)CC1	1.1	3	7	6	10	11	-24	/	-48
CCCCCn1c(SC(C)C(C)=O)nc2c1c(=O)[nH]c(=O)n2C (stereo unspecified)	1	-28	-12	-3	16	7	-5	1	-12
CCCCNC(=O)Nc1ccccc1C(=O)NCc1ccco1	1.2	-29	-66	-3	4	-3	1	0.61	-22
CCC1CCCCN1C(=O)CSc1nnc(CNC(=O)c2cc(OC)c(OC)c(OC)c2)o1 (stereo unspecified)	/	-5	-17	17	0	-11	-1	-0.67	-7
CC(C)(CNS(=O)(=O)c1ccc(F)cc1)CNS(=O)(=O)c1ccc(F)cc1	1.1	-7	-22	6	11	-3	-1	-1	-22
COc1ccc(S(=O)(=O)N(CC(N)=O)C2CCCCC2)cc1Cl	1.1	-13	93*	1	-3	-7	0	-1.8	5
Cc1ccc(-c2cc(-c3ccccc3)[nH]c(=S)c2C#N)cc1	/	-21	12	/	2	/	10	-0.41	27
COc1cc(/C=C2/N=C(C3CCCCC3)OC2=O)cc(OC)c1OC	1.1	9	14	6	-5	-7	0	0.01	2
COc1ccc(NC(=O)N2CCOCC2)cc1OC	1.1	5	3	1	1	9	19	-0.58	4
Cc1cccc(NC(=O)c2ccccc2OCC(=O)N2CCOCC2)c1C	1	-10	-26	9	-8	0	5	0.86	-13
O=C(CN(Cc1ccccc1)C(=O)c1cc2c(s1)CCC2)NCc1cccs1	1.1	14	5	-2	-8	-9	6	1.3	24
O=C(Nc1ccc(Cl)cc1)NC1CCS(=O)(=O)C1 (stereo unspecified)	1.2	-27	4	6	13	4	-1	-0.19	/
CCc1ccc(-c2cc(C(F)(F)F)n3nc(C(=O)Nc4c(C)nn(Cc5ccccc5C)c4C)cc3n2)s1	/	-11	-6	/	6	/	8	-0.36	2
Cc1cnn(C(=O)c2ccccc2Br)c1	1.1	/	/	2	/	-11	/	0.41	/
Cc1ccccc1OCCSc1nnc(-c2ccncc2)n1C	1.2	-31	-15	6	11	3	4	0.13	-34
C/C(=N\OC(=O)c1ccc(OC(C)C)cc1)c1ccc(C)c(C)c1	/	0	7	/	5	/	-1	0.51	0
O=C(Nc1ccc(N2CCN(C(=O)c3ccc(Cl)cc3)CC2)cc1)c1cccnc1	0.9	-16	10	7	3	7	-1	-0.31	6
C=CCn1c(SCC(=O)NCc2ccccc2)nnc1C1CCCCC1	1.7	7	-10	14	10	1	11	1.1	-4
CC(C)OCCCNS(=O)(=O)c1ccc2ccccc2c1	1.1	-8	27	9	-2	7	14	1.5	2
CSc1cccc(NC(=O)C2CCN(S(=O)(=O)c3ccc(F)cc3)CC2)c1	1.1	-13	-25	1	26	11[fluorescence artefact?]	0	-0.92	5
CCc1nc(Nc2ccc3c(c2)OCO3)c2oc3ccccc3c2n1	/	-11	2	/	-18	/	4	/	-25
Cc1ccc(-c2noc(CCC(=O)NCC3CCN(Cc4cccc(C)c4)CC3)n2)cc1	1	-18	11	9	-9	16	1	1.5	9
O=c1cc(N2CCN(Cc3ccccc3)CC2)[nH]c(=O)n1-c1cccc(C(F)(F)F)c1	1.1	-18	-46	7	12	17[fluorescence artefact?]	-16	-0.25	11
C(=C/c1ccnc2nc(SC/C=C/c3ccccc3)nn12)/c1ccccc1	/	-15	-18	/	8	/	33*	-0.14	-12

# High-throughput results: PubChem BioAssay, several laboratories
